Compound activity from PubChem BioAssay.
S1P3 antag = blocks the human S1P3 receptor | 170,000 compounds, 0.27% hits | CHO S1P3 NFAT-BLA reporter, FRET fluorescence, antagonist mode | Q99500 | inhibition, % at 4.98 µM;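 active = inhibition above the plate cutoff, the mean inhibition of test wells on that plate plus 3 SD, cut at about 28% in these data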;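 note: cells challenged with S1P at its EC80 of 0.8 µM; blue over green emission ratio from cleaved BLA substrate after 4 h stimulation; 0% = S1P-stimulated wells and 100% = unstimulated DMSO-only wells; some compounds past the cut are filed as inactive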
Target sequence (Q99500 whole entry, looked up): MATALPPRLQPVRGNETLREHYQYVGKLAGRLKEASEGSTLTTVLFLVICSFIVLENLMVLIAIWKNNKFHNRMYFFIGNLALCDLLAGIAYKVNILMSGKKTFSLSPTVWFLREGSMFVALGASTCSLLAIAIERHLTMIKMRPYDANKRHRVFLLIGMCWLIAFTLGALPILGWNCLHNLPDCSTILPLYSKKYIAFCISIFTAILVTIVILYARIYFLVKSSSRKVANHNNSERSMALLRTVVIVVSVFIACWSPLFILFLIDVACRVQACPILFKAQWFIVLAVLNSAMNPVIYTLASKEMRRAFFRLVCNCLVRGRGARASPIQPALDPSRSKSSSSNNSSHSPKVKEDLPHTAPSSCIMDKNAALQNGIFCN
PMI act satM6P = activators of human phosphomannose isomerase at near-saturating mannose 6-phosphate. P34949. coupled PMI enzyme assay, resazurin fluorescence, 20 min; stronger effect = higher value; 1 = untreated enzyme, 0 = substrate-free blank. activation factor at 20 µM. 190,000 compounds, 0.34% hits. AID 1216;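 active = activation factor of 2 or more at 20 µM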
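Material: human phosphomannose isomerase with PGI, G6PDH, diaphorase coupling enzymes / Reagent: Man-6-P substrate 1.0 mM / Dosing: single compound dose of 20 µM, 1% DMSO final / Incubation: enzyme reaction with compound 20 min at room temperature / Signal: resorufin fluorescence (Ex 544/Em 590 nm) from resazurin via diaphorase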
PPARg SRC2 recr = PPARgamma-driven SRC-2 recruitment agonism. PPARgamma LBD-SRC-2 recruitment, biochemical. 200,000 compounds, 0.34% hits. AID 1032. activation, % at 8 µM; in the data active = activation above about 22%;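 note: 0% = vehicle and 100% = reference agonist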
Target sequence (P37231 whole entry, looked up, the tested form may be a part): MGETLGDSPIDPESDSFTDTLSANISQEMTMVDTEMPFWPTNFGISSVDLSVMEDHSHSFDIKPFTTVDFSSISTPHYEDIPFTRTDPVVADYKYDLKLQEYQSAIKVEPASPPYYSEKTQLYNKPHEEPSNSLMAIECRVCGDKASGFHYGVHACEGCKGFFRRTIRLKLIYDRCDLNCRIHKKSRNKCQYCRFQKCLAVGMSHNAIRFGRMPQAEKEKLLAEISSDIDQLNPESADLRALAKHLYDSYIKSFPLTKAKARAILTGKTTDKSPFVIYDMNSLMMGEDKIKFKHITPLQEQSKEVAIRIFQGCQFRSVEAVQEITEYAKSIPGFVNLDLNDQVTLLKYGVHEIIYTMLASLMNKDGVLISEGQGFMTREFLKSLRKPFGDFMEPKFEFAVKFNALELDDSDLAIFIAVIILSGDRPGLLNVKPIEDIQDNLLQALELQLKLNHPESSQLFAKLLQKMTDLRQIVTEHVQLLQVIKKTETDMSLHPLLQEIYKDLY
PPARg SRC-3 ag = agonists of human PPARgamma SRC-3 coactivator recruitment; P37231; biochemical PPARgamma/SRC-3 coactivator recruitment assay; activation, % at 8 µM; 200,000 compounds, 0.26% hits; AID 731; in the data active = activation above about 23%;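 note: 0% = DMSO and 100% = reference agonist; some compounds past the cut are filed as inactive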
ROMK primary = modulators of human ROMK potassium channel; Tet-inducible ROMK, thallium flux fluorescence; actives lie on both sides; B-score at 10 µM; 130,000 compounds, 2% hits; AID 1918;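 active = signal ratio slope over the read window, or its plate-corrected B-score, at least 3 SD from the plate mean, either direction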;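 note: B-score of the F/F0 ratio slope over 7 to 12 s after thallium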
TR-FRET SRC-2 ct = TR-FRET artefact, counter-screen to PPARgamma/SRC-2 agonist assay | stronger effect = higher value | TR-FRET ratio at 8 µM | 200,000 compounds, 0.4% hits | AID 1049; in the data active = TR-FRET ratio above about 2000; note: inactives centre near 1500
PMI activator = activators of human phosphomannose isomerase; 190,000 compounds, 0.005% hits; P34949; activation factor at 20 µM; purified human PMI, coupled resazurin fluorescence, 20 min; stronger effect = higher value; 1 = vehicle control, 0 substrate-free wells; AID 1214;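 active = activation factor of 2 or more at 20 µM, relative to plate controls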
PPARg SRC-1 ag = PPARgamma-driven SRC-1 recruitment agonism | P37231 | PPARgamma-SRC-1 coactivator recruitment biochemical assay | activation, % at 8 µM | 200,000 compounds, 0.41% hits | AID 631; in the data active = activation above about 19%;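 note: 0% = DMSO and 100% = reference agonist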
G6PDH counter = inhibits Leuconostoc G6PDH, flagging false hits in G6PDH-based assays; Purified L. mesenteroides G6PDH, diaphorase/resazurin coupled fluorescence, 45 min; inhibition, % at 5 µM; 200,000 compounds, 0.12% hits; in the data active = inhibition above about 50%
Diaphorase inh = diaphorase inhibition or chemical oxidation counter-screen. 190,000 compounds, 0.69% hits. AID 1217. diaphorase resazurin-to-resorufin fluorescence, NADH, 16 min; bacterial (C. kluyveri) enzyme, not human. inhibition, % at 20 µM;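 active = primary screen inhibition at 20 µM above a set limit, cut at about 50% in these data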;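 note: plate controls were DMSO with full reaction for no effect and wells lacking NADH for full effect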
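System: Diaphorase enzyme from Clostridium kluyveri | Amount: Enzyme working solution with 0.14 U/mL diaphorase | Benchmarks: No-NADH positive control and DMSO neutral control | Signal: Fluorescence of resorufin formed from resazurin, Ex 544/Em 590 nm | Schedule: 16-min room-temperature incubation before reading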
Diaphorase act = counter-screen for diaphorase-based assays: diaphorase activators and chemical reducers; 190,000 compounds, 0.005% hits; Diaphorase/resazurin coupled assay, resorufin fluorescence, 16 min; stronger effect = higher value; 1 = vehicle wells, 0 = NADH-free wells; activation factor at 20 µM;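 active = diaphorase activity raised at least twofold by the compound at 20 µM; inactive = activation factor below 2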
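Material: Purified diaphorase enzyme from Clostridium kluyveri | Buffer or medium: 50 mM HEPES pH 7.4 with 4.542 mM MgCl2, 0.005% Tween 20 | Times: 16 min enzyme reaction, ambient temperature | Signal: Red resorufin fluorescence at 544/590 nm excitation/emission | Measure: Increased resorufin signal from activators or reducing compounds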
* marks the source's active call; other numbers are inactive results; / = no result given.

SMILES	S1P3 antag	PMI act satM6P	PPARg SRC2 recr	PPARg SRC-3 ag	ROMK primary	TR-FRET SRC-2 ct	PMI activator	PPARg SRC-1 ag	G6PDH counter	Diaphorase inh	Diaphorase act
COc1ccc(C(=O)CC(Nc2ccc([N+](=O)[O-])cc2)c2ccc(Cl)cc2)cc1 (stereo not given)	/	0.8	2	-13	/	1680	0.8	7	-41	13	0.9
CCn1cc(CCC(=O)O)c(C)n1	-3	2.3*	1	0	-0.05	1469	1.9	2	1	-11	1.1
CCc1cccc(OCCCN2C(=O)NC(C)(C)C2=O)c1	/	1	-3	-3	-0.97	1440	1.1	-3	1	7	0.9
Cc1cc(C(=O)N/N=C/C=C/c2ccccc2)c(C)o1	20	0.6	5	0	/	1525	0.8	6	-19	22	0.8
CCOC(=O)N1CCN(C(=O)CC(C(=O)N2CCc3ccccc32)n2ccnc2)CC1 (stereo not given)	-32	1	-2	-9	0.89	1514	1	8	14	1	1
O=c1c2ccccc2nc(/C=C/c2ccc(O)cc2)n1CCc1ccccc1	19	0.9	1	4	/	1551	1	1	-3	24	0.8
Cc1c(-c2ccc(F)cc2)[n+](=O)c(-c2ccc(F)cc2)c(C)n1[O-]	/	1.2	1	-2	0.47	1646	1.1	1	7	-14	1.1
Cc1ccc(-c2csc3ncnc(NCCN4CCOCC4)c23)cc1	/	1	5	13	/	1650	1	4	2	0	1
O=[N+]([O-])c1cccnc1N1CCN(c2ccccc2F)CC1	-17	0.9	4	2	0.39	1444	0.9	-4	3	16	0.8
CCCC(=O)Nc1cc(C)c(NC(=O)C23CC4CC(CC(C4)C2)C3)cn1	-2	1	6	-5	0.56	1476	1	14	6	-1	1
O=C1OCCC1Sc1nnc(-c2ccc(O)cc2)o1 (stereo not given)	/	1	19	15	/	1587	1	5	19	2	1
COc1cc(/C=C2/NC(=O)N(c3cccc(Cl)c3)C2=O)ccc1O	7	0.8	4	2	-0.046	1406	0.9	-7	10	9	0.9

Copied from the list.
O=[N+]([O-])c1cccnc1N1CCN(c2ccccc2F)CC1 | PPARg SRC-1 ag = -4
O=C1OCCC1Sc1nnc(-c2ccc(O)cc2)o1 (stereo not given) | PMI act satM6P = 1

Continued.
SMILES	S1P3 antag	PMI act satM6P	PPARg SRC2 recr	PPARg SRC-3 ag	ROMK primary	TR-FRET SRC-2 ct	PMI activator	PPARg SRC-1 ag	G6PDH counter	Diaphorase inh	Diaphorase act
COc1cccc(OCC(=O)NNC(=O)Cc2cccs2)c1	-11	1	12	5	-0.031	1606	1	2	-3	7	0.9
CC(=O)Nc1ccc(S(=O)(=O)Nc2nc3ccccc3nc2Nc2ccc3ccccc3c2)cc1	0	1	-2	-6	/	1444	1.1	0	-26	16	0.8
CC(CCc1ccc(O)cc1)N(C)CCc1ccccc1 (stereo not given)	16	1.2	3	-3	-2	1621	1.1	5	13	-7	1.1
CC(C)CCNC(=O)c1cccc(Cl)c1	2	1.1	3	-1	/	1453	1	2	11	3	1
COc1ccc(-c2csc(N(CCc3ccccc3)C(=O)COc3ccccc3)n2)cc1	/	0.9	4	-4	/	1853	0.9	2	6	21	0.8
CCN(CC)CCN(C)C1CCC(c2ccccc2)CC1 (stereo not given)	4	1.1	-2	-1	-0.68	1481	1.1	3	13	11	0.9
Cc1ccccc1CNC(=O)CC1C(=O)NCCN1Cc1c(F)cccc1Cl (stereo not given)	-14	1.1	-8	3	-0.81	1394	1	-12	8	-13	1.1
Cc1cccc(Cc2c(C)nc3nc(SCC(=O)O)nn3c2C)c1	2	1.1	-1	0	1.2	1649	1.2	-5	-1	3	1
c1cc2c(cc1C1CCCCC1)c1c3n2CCN=C3CCC1	/	0.9	-2	13	-0.53	1298	0.9	5	-1	3	1
Cc1cc2nc(SCCOC(=O)Nc3cccc(Cl)c3)nc(C)c2cc1C	13	0.9	4	1	/	1689	0.9	4	-5	22	0.8
O=C(Nc1cccnc1)c1cccnc1	/	1.1	-4	0	-0.12	1579	1.1	-3	3	2	1
COc1ccc(OC)c(N(CC(=O)NCc2ccncc2)S(C)(=O)=O)c1	/	1	10	0	-0.0009	1521	0.9	1	1	6	0.9

As a working copy, some entries already given:
SMILES	S1P3 antag	PMI act satM6P	PPARg SRC2 recr	PPARg SRC-3 ag	ROMK primary	TR-FRET SRC-2 ct	PMI activator	PPARg SRC-1 ag	G6PDH counter	Diaphorase inh	Diaphorase act
c1cc2c(cc1C1CCCCC1)c1c3n2CCN=C3CCC1	/	0.9	-2	13	-0.53	1298	0.9	5	-1	3	1
Cc1cc2nc(SCCOC(=O)Nc3cccc(Cl)c3)nc(C)c2cc1C	13	0.9	4	1	/	1689	0.9	4	-5	22	0.8

Other entries follow.
SMILES	S1P3 antag	PMI act satM6P	PPARg SRC2 recr	PPARg SRC-3 ag	ROMK primary	TR-FRET SRC-2 ct	PMI activator	PPARg SRC-1 ag	G6PDH counter	Diaphorase inh	Diaphorase act
O=C(NC1CCSC1=O)c1ccc(Oc2ccc(F)cc2)nc1 (stereo not given)	/	1	0	-1	/	1525	1	4	-2	13	0.9
COCCNC(=O)CSc1cc(-c2ccccc2)c2ccc(OC)cc2n1	-8	1.2	7	10	-1.5	1494	1.2	9	7	29	0.7
CC1(C)c2ccccc2N2CCC(=O)NC21/C=C/c1ccco1 (stereo not given)	8	1	-1	-8	-0.66	1552	1.1	1	6	20	0.8
CCNc1nc(NCC)n2c(SC(C(=O)Nc3cc(C)ccc3C)c3ccccc3)nnc2n1 (stereo not given)	-7	1	3	-5	-1.7	1427	1	-2	-2	9	0.9
COc1ccc(/C=N/NC(=O)CN(C2=NS(=O)(=O)c3ccccc32)c2ccccc2)cc1OC	-14	0.9	3	-3	/	1520	0.9	-8	0	22	0.8
CC(C)(C)c1ccc(NC(=O)COC(=O)C2(C)CC2(Cl)Cl)cc1 (stereo not given)	-20	0.8	-6	-4	0.014	1546	0.8	-4	4	22	0.8
CC(Sc1nnc(-c2ccc(Cl)cc2Cl)n1Cc1ccccc1)C(=O)Nc1nccs1 (stereo not given)	/	1	7	18	/	1618	1	37*	6	17	0.8
CCOC(=O)Cn1nnnc1CN(Cc1cccs1)Cc1cc2cc(C)ccc2[nH]c1=O	/	1	8	-2	-1.5	1458	1	0	1	8	0.9
COC(=O)Cc1cc(=O)n(-c2nc3ccccc3s2)[nH]1	-3	2*	8	4	0.036	1651	1.6	0	0	28	0.7
Cc1ccc(N2C(=O)C3CCC(c4ccccc4)CC3C2=O)cc1 (stereo not given)	4	1	-3	0	-0.12	1420	1	37*	3	6	0.9
COc1ccc(NC(=O)CC2C(=O)N(c3ccc(OC)cc3)C(=O)N2CCN2CCN(C)CC2)cc1 (stereo not given)	-26	0.9	4	1	/	1707	0.9	-1	-8	9	0.9
COc1ccc(NC(=O)Cn2nnc(C(=O)NCc3ccccc3OC)c2N)cc1Cl	/	0.9	5	-1	/	1451	0.9	4	-12	14	0.9

Record cards (already shown). Screens in order: S1P3 antag	PMI act satM6P	PPARg SRC2 recr	PPARg SRC-3 ag	ROMK primary	TR-FRET SRC-2 ct	PMI activator	PPARg SRC-1 ag	G6PDH counter	Diaphorase inh	Diaphorase act
CCOC(=O)Cn1nnnc1CN(Cc1cccs1)Cc1cc2cc(C)ccc2[nH]c1=O as listed: /	1	8	-2	-1.5	1458	1	0	1	8	0.9
COc1ccc(NC(=O)Cn2nnc(C(=O)NCc3ccccc3OC)c2N)cc1Cl as listed: /	0.9	5	-1	/	1451	0.9	4	-12	14	0.9
